CBFb-RUNX1 inh: CBF-beta/RUNX1 interaction disruption. Q01196+Q13951. AlphaScreen CBFb-His/RUNX1-biotin binding, biochemical. Potency, µM (doses to about 59.8 µM), for inactives: at the highest dose activity, negative = inhibition, hits mostly inhibitors. 230,000 tested, under 10 active. AID 1477; note: % of control where 0% means no effect
Target sequence (Q01196 whole entry, looked up): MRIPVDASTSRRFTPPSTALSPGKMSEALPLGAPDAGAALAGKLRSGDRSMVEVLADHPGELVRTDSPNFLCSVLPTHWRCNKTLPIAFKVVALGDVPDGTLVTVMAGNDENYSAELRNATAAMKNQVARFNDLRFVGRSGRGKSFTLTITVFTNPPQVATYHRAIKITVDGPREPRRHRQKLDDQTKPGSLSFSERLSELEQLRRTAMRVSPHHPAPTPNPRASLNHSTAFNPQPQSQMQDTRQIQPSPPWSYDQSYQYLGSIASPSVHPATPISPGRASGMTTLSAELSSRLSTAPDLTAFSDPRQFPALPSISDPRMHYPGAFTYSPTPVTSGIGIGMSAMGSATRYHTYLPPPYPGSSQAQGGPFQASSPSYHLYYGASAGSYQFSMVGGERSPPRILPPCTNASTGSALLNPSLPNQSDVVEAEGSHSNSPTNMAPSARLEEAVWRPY
Target sequence (Q13951 whole entry, looked up): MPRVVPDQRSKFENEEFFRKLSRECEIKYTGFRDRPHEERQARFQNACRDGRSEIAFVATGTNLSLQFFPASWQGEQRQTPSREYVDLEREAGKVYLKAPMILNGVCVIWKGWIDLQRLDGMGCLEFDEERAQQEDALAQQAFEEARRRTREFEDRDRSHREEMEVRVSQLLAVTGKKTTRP
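Compounds were screened at multiple concentrations against a preformed CBF-beta(His)/RUNX1(biotin) complex (30 nM of each) for 15 min at room temperature, followed by 90 min with nickel and streptavidin beads and AlphaScreen reading.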
HTT ATP protect: Huntington cell model cytoprotection by ATP luminescence. PC12 HTT-Q103 induced, cytoprotection, ATP luminescence, 40 h. Potency, µM (series often up to 56.4 µM), for inactives: cytoprotection (ATP increase), most hits filed as activators. hit rate 0.14% among 230,000. AID 1471;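 note: potency is the fitted concentration of half-maximal effect; % of control where 0% means no effect; nearly all actives have a fitted effect of over 45% in size; toxic huntingtin expression switched on by the ecdysone agonist tebufenozide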
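Compounds were screened for protection of PC12 cells against cell death after tebufenozide induction (100 nM final) of mutant Huntingtin exon 1 (Q103) fused to GFP.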
GAA glycogen mod: inhibitors or activators of human alpha-glucosidase glycogen cleavage; P10253; recombinant GAA, glycogen substrate, Amplex Red glucose oxidase fluorescence; Potency, µM (titrated, usually from 76.4 µM), inactives show top-dose activity change, negative = inhibition, usual class: inhibitors; hit rate 0.38% among 300,000; AID 2100;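 note: potency is the fitted concentration of half-maximal effect; 0% = full enzyme reaction and -100% = no-enzyme basal signal; the screen sought inhibitors and activators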
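Recombinant human alpha-glucosidase (4 nM final) hydrolysed bovine liver glycogen (30 ug) for 40 min at 37 C in pH 5.0 citrate/phosphate with 0.01% Tween-20. Released glucose detected by glucose oxidase/Amplex Red, Ex 573/Em 610 nm. Compounds up to 77 uM; AC50 from Hill fits.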
HTT aggregate: reduces HttQ103-GFP aggregates in PC12 cells; AID 1688; PC12 HttQ103-GFP aggregates, Acumen cytometry, 40 h; Potency, µM (series often up to 46.1 µM), for inactives: at the top dose activity change, negative = inhibition, most hits filed as inhibitors; hit rate 1.1% among 220,000; note: potency is the fitted concentration of half-maximal effect; % is set by controls: 0 for no effect and ±100 for the full control effect; nearly all actives have a fitted effect of over 60% in size
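Aggregates are detected as GFP objects 1–25 µm with signal 6 STDEV over background in lysates of induced PC12 cells. These carry Huntingtin exon 1 with 103 glutamines fused to GFP under an ecdysone promoter; compounds titrated.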
GAA inh: blocks human lysosomal alpha-glucosidase. AID 1466. P10253. purified human GAA, 4-MU-alpha-glucoside fluorescence. Potency, µM (top dose mostly 76.9 µM), without a hit: at the top dose activity change, negative = inhibition, usual class: inhibitors. hit rate 0.005% among 200,000;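 note: potency is the fitted concentration of half-maximal effect; plate controls were uninhibited enzyme wells for no effect and no-enzyme background for full effect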
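Fluorescence at Ex 365/Em 440 nm from 4-methylumbelliferone reported enzyme activity after 20 min at room temperature. Reactions used 4 nM enzyme and 400 uM substrate at pH 5.0; curves fitted with the Hill equation.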
GAA spleen mod: inhibitors or activators of human alpha-glucosidase in spleen homogenate. human spleen homogenate, 4-MU-alpha-glucoside fluorescence. hit rate 0.006% among 240,000. P10253. Potency, µM (highest dose often 79.9 µM), for inactives: at the top dose activity change, negative = inhibition, actives largely listed as inhibitors;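 note: potency is the fitted concentration of half-maximal effect; 0% = enzyme with vehicle and -100% = no enzyme basal signal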
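Human spleen homogenate (1 ug) incubated with compounds and 1 mM 4-methylumbelliferyl-alpha-D-glucopyranoside in pH 5.0 citrate/phosphate buffer, 37 C, 40 min. Stopped at pH 10; 4-MU fluorescence (Ex 365/Em 440 nm); AC50 by Hill fit.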
LMNA splice mod: modulators of lamin A splicing; HeLa LMNA splicing GFP/RFP minigene ratio, 48 h; hit rate 0.01% among 200,000; Potency, µM (series often up to 46.1 µM), for inactives: at the highest dose ratio change, negative = inhibition, usual class: inhibitors; active = well fitted inhibition curve with a large enough effect in the signal ratio, with a control signal flat, not every such curve was filed as active; inconclusive = small, poorly fitted or top-dose-only effect, or effect the other way, or a change in a side signal; the % refers to the signal ratio; note: potency is the fitted concentration of half-maximal effect; % is set by controls: 0 for no effect and ±100 for the full control effect
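S3 HeLa cells stably expressing lamin A-EGFP splicing minigene plus DsRed2, 600 cells/well, 48 h compound exposure at 37C. Laser-scanning cytometry; analysed as GFP (500-530 nm)/RFP (575-640 nm) total intensity ratio; 0.5% DMSO vehicle.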
* = called active by the depositor; ? = inconclusive; . = no result given; [ ] = another dose, or the depositor's remark. Unless noted, calls come from the whole dose curve; as a rule, active = well fitted curve in the direction sought with a large enough effect; inconclusive = small, poorly fitted or top-dose-only effect, or another doubt; inactive = no such curve, though single readings can be large; an effect the other way counts as inactive or inconclusive.

no.	SMILES	CBFb-RUNX1 inh	HTT ATP protect	GAA glycogen mod	HTT aggregate	GAA inh	GAA spleen mod	LMNA splice mod
1	CCCC1C2C(=O)N(c3ccccc3)C(=O)C2ON1c1ccccc1 (centres undefined)	1%	12%	-5%	9%	-14%	2%	6%
2	Cc1ccc(C)c(S(=O)(=O)Nc2ccc3sc(C)nc3c2)c1	10%	9%[1.9 µM]	-6%	?	-2%	-8%	?
3	Cc1ccc(CN2CCN(Cc3cccn3-c3nccs3)CC2CCO)cc1 (centres undefined)	7%	11%[10 µM]	-9%	0%[9.22 µM]	2%	-5%	.
4	O=C(O)c1ccccc1N(Cc1ccccc1)C(=O)COc1ccccc1	1%	24%[10 µM]	6%	14%[9.22 µM]	.	-7%	.
5	COc1cc2c(cc1O)CCN(C(=O)c1ccco1)C2C (centres undefined)	9%	5%	?	-1%	-19%[15.4 µM]	2%	?
6	O=C(O)c1cccc(Cn2c(Cl)c(/C=N/NC(=O)c3ccccc3O)sc2=O)c1	-6%	10%[10 µM]	-3%	-2%[9.22 µM]	2%[15.4 µM]	3%	.
7	O=C(Nc1cccc(C(=O)N2CCOCC2)c1)NC1CCCCC1	2%	-29%	6%	-5%	1%	-5%	-14%
8	Cc1ccc(SCCC(=O)Nc2cc(C)on2)cc1	3%	6%	-18%	-15%	-28%	1%	?
9	COc1ccc(OC)c(S(=O)(=O)N2CCCC(C)C2)c1 (centres undefined)	1%	-4%[10 µM]	2%	13%	2%	-5%	8%
10	Cc1nnc(SCC(=O)c2cc(C)n(-c3c(C)n(C)n(-c4ccccc4)c3=O)c2C)s1	0%	16%	2%	-13%	-2%	8%	-1%
11	COC(CNC(=O)Cc1c(C)nc2c(-c3ccccc3)c(C)nn2c1C)OC	11%	-13%	0%	-11%	1%	3%	.
12	CCCN1CCc2[nH]c(=S)[nH]c(=O)c2C1	-5%	13%[10 µM]	8%	-5%	4%	1%	-4%
13	CCOC(=O)C1=C(CSc2nccn2C)NC(=O)NC1c1ccc2c(c1)OCO2 (centres undefined)	4%	-1%[0.074 µM]	-1%	10%	-5%	-12%	-4%
14	O=C1Nc2ccccc2N=C(c2ccccc2)C1N1CCOCC1 (centres undefined)	3%	-10%[10 µM]	1%	1%	0%	-2%	4%
15	COc1ncc2nc(-c3ccc(F)cc3)c(=O)n(Cc3cccs3)c2n1	.	-29%	.	.	.	-5%	?
16	O=C(Nc1nc(-c2ccccc2)cs1)C1CCCN(S(=O)(=O)c2cccc([N+](=O)[O-])c2)C1 (centres undefined)	-22%	2%	-3%	?	1%	-9%	?
17	O=C(Nc1cc(F)cc(F)c1)c1sc(Cl)nc1-c1ccccc1	5%	4%[0.074 µM]	-5%	11%	0%	-4%	16%
18	COCCn1c(SCC(=O)Nc2ccc(S(=O)(=O)N(C)C)cc2)nc2ccccc21	-18%	-8%	-22%	-21%	-20%	-4%	20%
19	Cc1occc1-c1nnc(SCC(=O)NC(=O)NC(C)C)n1N	-4%	15%[10 µM]	6%	-6%	-14%	-4%	0%
20	COc1ccc(C(C)=O)cc1CN1C(=O)NC2(CCCC2)C1=O	1%	4%	-10%	2%	-1%	-2%	-2%[46 µM]
21	CCOC(=O)C1CCN(C(C(=O)NC2CCCC2)c2ccc(C)cc2)CC1 (centres undefined)	-3%	-6%	4%	5%	-19%[15.4 µM]	-5%	3%
22	COc1ccc(NC(=O)C(NC(=O)c2ccc(=O)[nH]c2)c2ccccc2)cc1 (centres undefined)	0%	15%[10 µM]	1%	-4%	0%	3%	-5%
23	COC(=O)c1ccc(COn2nnc3ccccc32)cc1	14%	-26%	8%	10%	3%	0%	-9%[9.22 µM]
24	CCOC(=O)c1c(C)c2c(n1C)CCC/C2=N\O	-2%	-31%	0%	-7%	2%	-10%	17%
25	Cc1ccc(NC(=O)CCC(=O)NNC(=O)COc2ccccc2)cc1C	3%	.	-1%	-6%	1%	-9%	2%

Given in transposed form: 2 of the compounds above
[23] COC(=O)c1ccc(COn2nnc3ccccc32)cc1
[2] Cc1ccc(C)c(S(=O)(=O)Nc2ccc3sc(C)nc3c2)c1

screen / no. | 23 | 2
CBFb-RUNX1 inh | 14% | 10%
HTT ATP protect | -26% | 9%[1.9 µM]
GAA glycogen mod | 8% | -6%
HTT aggregate | 10% | ?
GAA inh | 3% | -2%
GAA spleen mod | 0% | -8%
LMNA splice mod | -9%[9.22 µM] | ?

Next part
no.	SMILES	CBFb-RUNX1 inh	HTT ATP protect	GAA glycogen mod	HTT aggregate	GAA inh	GAA spleen mod	LMNA splice mod
26	Cn1c(=O)[nH]c(=O)c2c1nc(CN1CCN(Cc3ccccc3)CC1)n2CC(N)=O	5%	2%[10 µM]	3%	-19%	-2%	3%	-3%
27	CCOc1ccc2cc(C(=O)c3ccccc3)c(=O)oc2c1	3%	.	-2%	5%	3%	-2%	-11%
28	Brc1ccc2c(c1)OCCOCCOc1cc(Br)ccc1OCCOCCOCCO2	12%	-17%[10 µM]	-4%	25µM*	4%	-12%	?
29	Cc1ccc(NC(=O)COC(=O)[C@H](C)N2C(=O)C3CC=CCC3C2=O)cc1S(=O)(=O)N(C)C (some centres undefined)	1%	.	-17%	14%	-1%	-20%	.
30	Nc1c(C(=O)Nc2ccccc2)sc2nc3c(c(-c4ccco4)c12)CCCC3	?	-22%	-3%	-15%	-5%	-6%	-3%
31	CC(C)Oc1cccc(-c2cc(C(=O)NC(=S)N(C)c3ccccc3C(=O)O)c3ccccc3n2)c1	6%	24%[0.074 µM]	4%	-11%	10%	-2%	-15%
32	Cn1c(=O)c2cc(S(=O)(=O)NCCC(=O)NC3CCCCCC3)ccc2n(C)c1=O	2%	5%	4%	-18%	-1%	-1%	1%
33	CC(C)N=C(Nc1ccccc1)c1cccnc1	-2%	19%	8%	-6%	1%	-26%	6%
34	CCC1SC2=NC(C)=C(C(=O)OC)C(c3cccs3)N2C1=O (centres undefined)	0%	11%	1%	-3%	14%	-1%	8%
35	CCC1=C(OC(=O)N(CC)CC)N2C(=O)OC(=NCCOC)[C@]2(C)[C@H]2C1=CC[C@H]1C(=O)N(C)C(=O)[C@H]12	-1%	-15%	.	.	.	-7%	.
36	O=C(CN1CCN(c2ccc(O)cc2)CC1)Nc1cc(S(=O)(=O)N2CCCC2)ccc1Cl	?	-51%[inhibitor]	?	5%	-7%	-7%	.
37	O=C(COc1c(Br)cc(Br)c2cccnc12)N1CCc2ccccc2C1	-5%	-1%	0%	?	-5%	4%	?
38	CCCCCC1=C2CNC(CC(C)C)(C(=O)OC)C=C2C(C)C1=O (centres undefined)	15%	-40%[inhibitor]	.	.	.	-11%	.
39	CCOc1ccc(C(=O)O)cn1	5%	5%	-7%	-4%	0%	3%	?
40	O=C(NCC1CCCO1)/C(=C/c1ccc(Cl)cc1)NC(=O)c1ccccc1 (centres undefined)	-5%	-9%[10 µM]	11%	19%	?	3%	0%
41	CN(C)c1ccc(/C=N/NC(=O)c2cc(=O)[nH]c3ccccc23)cc1	8%	0%[10 µM]	3%	-8%[9.22 µM]	0%	4%	.
42	COc1ccccc1NS(=O)(=O)c1cc(NC(C)=O)ccc1N1CCCCC1	-7%	-4%	-15%	2%	-4%	-13%	-15%[46 µM]
43	Cc1oc(C)c(C(=O)O)c1C(=O)O	3%	8%[10 µM]	3%	-3%[9.22 µM]	1%	5%	.
44	N=C1C(c2ccccc2)=C(O)CN1c1cccc(S(=O)(=O)N2CCOCC2)c1	5%	-4%[10 µM]	1%	-3%[9.22 µM]	.	-1%	.
45	C=C(C)CSc1nc(N)cc(=O)[nH]1	-7%	-3%[10 µM]	0%	3%	-7%	2%	7%
46	C=CCSc1nc(C)c(CC(=O)OCC(C)C)c(=O)[nH]1	1%	-3%	-12%	9%[9.22 µM]	1%	-5%	15%
47	CCN(CC)CC(=O)Nc1ccc([N+](=O)[O-])cc1	5%	-47%[inhibitor][1.9 µM]	26%	9%[9.22 µM]	1%	-11%	-13%[9.22 µM]
48	Cc1ccc2cc3c(N)c(C(=O)N4CCOCC4)sc3nc2c1	4%	-92%[inhibitor][10 µM]	1%	-5%	2%	-5%	-5%
49	CCCc1cc(=O)[nH]c(SCC(=O)Nc2nc3ccc(OCC)cc3s2)n1	2%	16%[10 µM]	10%	27%[9.22 µM]	13%	-4%	?
50	CCOC(=O)c1c(NC(C)=O)sc2c1CCCNC2=O	5%	-30%[10 µM]	-11%	?	-3%	3%	-1%

Entries of single compounds, looked up by structure. Values in the order: CBFb-RUNX1 inh, HTT ATP protect, GAA glycogen mod, HTT aggregate, GAA inh, GAA spleen mod, LMNA splice mod
COc1ccc(NC(=O)C(NC(=O)c2ccc(=O)[nH]c2)c2ccccc2)cc1 (centres undefined) in the list: 0%, 15%[10 µM], 1%, -4%, 0%, 3%, -5%
CCCCCC1=C2CNC(CC(C)C)(C(=O)OC)C=C2C(C)C1=O (centres undefined) in the list: 15%, -40%[inhibitor], ., ., ., -11%, .
CCOC(=O)C1=C(CSc2nccn2C)NC(=O)NC1c1ccc2c(c1)OCO2 (centres undefined) in the list: 4%, -1%[0.074 µM], -1%, 10%, -5%, -12%, -4%
Cc1ccc(SCCC(=O)Nc2cc(C)on2)cc1 in the list: 3%, 6%, -18%, -15%, -28%, 1%, ?
CCOC(=O)c1c(C)c2c(n1C)CCC/C2=N\O in the list: -2%, -31%, 0%, -7%, 2%, -10%, 17%

(more compounds)
no.	SMILES	CBFb-RUNX1 inh	HTT ATP protect	GAA glycogen mod	HTT aggregate	GAA inh	GAA spleen mod	LMNA splice mod
51	O=C(N/C(=C\c1ccc([N+](=O)[O-])cc1)C(=O)N1CCOCC1)c1ccccc1	-11%	-20%	8%	-1%	-11%	-23%	?
52	Cn1nc(-c2ccccc2)c(COC(=O)c2cccc(Cl)c2)c1S(=O)(=O)c1ccccc1	-3%	7%	9%	-6%	-7%	2%	-5%
53	CCc1cc[n+](-c2nc3ccccc3nc2[N-]S(=O)(=O)c2ccc(Br)s2)cc1	-5%	28%[10 µM]	0%	9%	5%	3%	?
54	COc1ccc(/C=C(\C#N)c2cc(OC)c(OC)cc2[N+](=O)[O-])cc1	-10%	-4%[10 µM]	2%	-20%[9.22 µM]	.	3%	.

Screening data from PubChem.

Compounds as they come; 1.5% or so of the library scored in one or more.
